Growth percent in the NCI-60 one-dose screen (48 h, 10 µM unless noted): 100 = growth as untreated, 0 = no growth, -100 = all killed.
HL-60(TB): HL-60(TB) leukemia cells | AID 1794776 | 78,000 tested, 9% active; active means growth percent below 10
Active calls of the source: *. Some of the compounds tested; the hit share may differ from the screen's.

The opening 2 records, ahead of the listing:
SMILES	HL-60(TB)
O=C(c1ccccc1)c1cc(C(=O)NCc2cccc(Cl)c2)n(Cc2ccccc2)c1-c1ccccc1	78.4
CC1C(=O)NN=C(c2ccc(N)cc2)c2cc3c(cc21)OCO3 (stereo unspecified)	103.2

All compounds of this part, repeating the preview:
SMILES	HL-60(TB)
O=C(c1ccccc1)c1cc(C(=O)NCc2cccc(Cl)c2)n(Cc2ccccc2)c1-c1ccccc1	78.4
CC1C(=O)NN=C(c2ccc(N)cc2)c2cc3c(cc21)OCO3 (stereo unspecified)	103.2
COc1cc2c(cc1OC)CC(C)NC2 (stereo unspecified)	86.7
N#CSc1cc(S(N)(=O)=O)ccc1N	81.2
COc1cccc(-c2nn(-c3ccccc3)cc2-c2ccnc(N3CCN(C(=O)Nc4cc(C(F)(F)F)cc(C(F)(F)F)c4)CC3)c2)c1	13.9
O=C(O)c1ccc(-c2cnc3nonc3n2)cc1	91.9
O=C(NCc1cccc(C(F)(F)F)c1)C1CSC2c3ccccc3C(=O)N12 (stereo unspecified)	96.5
Cc1ccc(NCc2nnc(-c3ccc(Cl)cc3)o2)cc1	113.9
C=C1CC[C@@H]2[C@](C)(C=O)[C@@H](O)CC[C@@]2(C)[C@@H]1COc1ccc2ccc(=O)oc2c1	89.0
COc1cc(CC(C)=O)ccc1O	107.3

Next part; the last 3 above are carried over.
SMILES	HL-60(TB)
Cc1ccc(NCc2nnc(-c3ccc(Cl)cc3)o2)cc1	113.9
C=C1CC[C@@H]2[C@](C)(C=O)[C@@H](O)CC[C@@]2(C)[C@@H]1COc1ccc2ccc(=O)oc2c1	89.0
COc1cc(CC(C)=O)ccc1O	107.3
NC(=O)NC(N)=S	116.2
Nc1ncc(-c2ccc3ncnc(NCc4ccccc4)c3c2)cn1	44.1
CS(=O)(=O)Nc1cc(-c2ccc3ncc(C#N)c(Nc4ccc(F)c(Cl)c4)c3c2)cnc1Cl	0.1*
CCOC(OC(=O)c1ccccc1)C(OCC)OC(=O)c1ccccc1 (stereo unspecified)	89.8
CCCCN(CCCC)CCc1ccccn1	106.4
Cc1ccc(/C=C/C(=O)c2ccc(O)c(CN3CCN(c4cc5c(cc4F)c(=O)c(C(=O)O)cn5C4CC4)CC3)c2)cc1	26.7
COc1ccc(-c2cc(-c3ccccc3)[nH]c(=O)c2N(C)C)cc1	92.8
O=C(O)c1ccc(O)c([N+](=O)[O-])c1	49.6
CC(C)C(NC(=O)c1ccccc1)C(=O)Nc1nc(-c2cccnc2)cs1 (stereo unspecified)	104.9
COc1ccc(C(=O)/C=C/c2ccccc2)cc1S(N)(=O)=O	64.2
O=C1CC(O)(C(F)(F)C(F)(F)F)Oc2ccccc21 (stereo unspecified)	46.8
Clc1ccc(-c2nc3ccccc3[nH]2)c(Cl)c1	99.5
CCCN1C(=O)/C(=C(\C#N)C(=O)Nc2ccc(S(N)(=O)=O)cc2)c2cc(Cl)ccc21	81.0
CC(=O)NC(CO)C(O)c1ccc([N+](=O)[O-])cc1 (stereo unspecified)	111.7
CC12CCC3C(CCC4CC(O)CCC43C)C1CCC2=O (stereo unspecified)	92.3
COc1ccc(/C=C2\C=C(c3ccc(F)cc3)N(Cc3ccccc3Cl)C2=O)cc1	70.1
COc1ccc2c(c1)sc1nc3nc4sc5cc(Cl)c(Cl)cc5n4c(=N)c3c(=N)n12	87.1
COc1cccc(CNc2cccc3cn[nH]c23)c1O	143.6
CN(C)C(=O)c1cccc(NC(=O)NCc2cccc(N3C(N)=NC(N)=NC3(C)C)c2)c1	71.6
CCN(CC)c1ccc(/C=N/NC(=O)c2ccc(S(N)(=O)=O)cc2)cc1	2.4*
CCCS(=O)(=O)Nc1ccc(OCc2nnc(-c3ccccc3)o2)c(F)c1	113.3
CCOC(=O)c1csc2ncc(-c3ccc(Br)cc3)n12	92.3
O=C(Nc1ccccc1[N+](=O)[O-])c1ccc(Cl)c(Cl)c1	90.2
O=C(Cn1cc(CN2C(=O)c3ccc([N+](=O)[O-])cc3C2=O)nn1)Nc1ccccc1Br	100.7
COc1ccccc1C1CC(c2ccccc2)=NN1C(=O)c1ccc(S(C)(=O)=O)cc1 (stereo unspecified)	54.2
O=C(O)CNC(c1ccccc1)(c1ccccc1)c1ccccc1	158.1
O=c1nc(-c2ccccc2)c2cc(-c3ccc(C(F)(F)F)cc3)ccc2[nH]1	77.6
C=C(C)[C@@H]1C[C@@H]2Cc3cc(Cl)cc(Cl)c3N1O2	100.4
CCCC(CCC(N)=O)(CCC(N)=O)[N+](=O)[O-]	114.2
O=C(Oc1ccccc1C1N(c2ccc(Cl)cc2)C(=O)C1(c1ccccc1)c1ccccc1)C(c1ccccc1)c1ccccc1 (stereo unspecified)	77.1
Cc1nc2scc(-c3ccccc3)n2c(=O)c1CCNc1ccc(S(=O)(=O)N=C(N)N)cc1	97.3
COC(=O)c1ccc2cn[nH]c2c1	84.2
COc1ccc2nc(-n3nc(C)c4c3NC(=O)CSC4c3ccc4c(c3)OCO4)sc2c1 (stereo unspecified)	103.4
Fc1ccc(-c2csc(Nc3cccc(Nc4nc(-c5ccc(F)cc5)cs4)c3)n2)cc1	74.3
CCCN1C2CCC1/C(=C\c1ccc(C)cc1)C1=C2[C@@H](c2ccc(C)cc2)C(C#N)=C(N)O1 (stereo partly specified)	81.9
O=[N+]([O-])c1ccc(NC(=S)NNC(=S)Nc2ccc(Br)cc2)cc1	93.1
Nc1c(C(=O)Nc2ccccc2-c2cn(CCCN3CCOCC3)nn2)sc2nc3c(cc12)CCCCC3	76.0
Cc1ccc(NC(=O)/N=c2\oc3ccccc3cc2-c2cc3ccccc3[nH]2)cc1	95.4
CCCCCCCCCCCCC(C)O (stereo unspecified)	96.2
CCOC(=O)CCCC(=O)C(CCc1cccc2ccccc12)(C(=O)OCC)C(=O)OCC	90.8
CCCC(C)N (stereo unspecified)	102.6
CC1(C)CC[C@]2(C(=O)N3CCNCC3)CC[C@]3(C)C(=CC[C@@H]4[C@@]5(C)C/C(=C/c6ccncc6)C(=O)C(C)(C)[C@@H]5CC[C@]43C)[C@@H]2C1	88.0
COc1ccc(Nc2nnc(-c3ccc(OC)cc3)o2)cc1	102.2
Cc1cc(-c2ccc(N(C)C)cc2)c2sc(=O)[nH]c2n1	14.3
N#CC1=C(N)Oc2cc(O)ccc2C1c1cccs1 (stereo unspecified)	92.3
NC(=O)NC(=O)c1nccnc1C(=O)O	101.1
CC(C(=O)c1ccccc1)C(O)c1ccccn1 (stereo unspecified)	31.1
O=c1[nH]c(=O)c2[nH]c(=O)[nH]c2[nH]1	100.1
COc1cccc(NC(=O)Nc2ccc(Nc3ncnc4sc5c(c34)CCNC5)cc2)c1	87.8
CCCCNc1nc2c(s1)C1=CC[C@@H]3[C@H](CC[C@]4(C)C(=O)CC[C@@H]34)[C@@]1(C)CC2	100.1

The list goes on.
SMILES	HL-60(TB)
Cc1ccccc1OC1=C(C#N)C(=N)N2C(=NN1)Sc1c(C)ccc(C)c12	114.5
CCOC(=O)c1c(Nc2ccccc2)nn(CC(O)c2ccccc2)c1N (stereo unspecified)	95.9
COc1cccc(C2C3=C(COC3=O)N(CCO)c3cc(OC)ccc32)c1 (stereo unspecified)	-25.9*
COCCCNc1nc2ccccc2c2c(=O)c3cc(Cl)ccc3sc12	90.6
C[n+]1cccc(C(N)=O)c1	111.8
CCOC(=O)Cn1c(-c2ccc(C)cc2)nc2cc3nc4ccccc4nc3cc21	111.7
O=C(CN1CCNCC1)NNc1ncnc2ccccc12	110.7
CCN1C(=O)N(c2ccccc2)C2NC(=S)N(/N=C/C=C/c3ccccc3OC)C21 (stereo unspecified)	-44.9*
COc1cc(NS(C)(=O)=O)ccc1N	98.3
CNC(=O)c1cc(Oc2cccc3nc(Nc4ccc(Cl)c(F)c4)ccc23)ccn1	95.0
C(C#CCN1CCOCC1)#CCN1CCOCC1	89.4
Nc1ccc(Cl)nn1	96.6
CC(C)(C)Cc1cssc1=S	111.0
CC(C)CCC(NS(=O)(=O)c1cc(I)c(N)c(I)c1)C(=O)O (stereo unspecified)	105.4
C/C=N/NCCC#N	100.5
Cc1cccc(OCC(O)CN2CCN(c3cccc(C)c3)CC2)c1 (stereo unspecified)	97.8
N#CSCC1CC(O)(c2ccccc2)C(c2ccccc2)C(c2ccc(F)cc2)O1 (stereo unspecified)	-24.7*
CCOc1ccc([C@H]2C(C(=O)c3ccc(Cl)cc3)C3(N[C@@H]2c2ccccc2)C(=O)Nc2ccc(Br)cc23)cc1 (stereo partly specified)	15.2
COc1cccc(CN(c2ccccc2C(=O)O)S(=O)(=O)c2ccc(C)cc2)c1	90.2
COc1cccc(-c2cc(-c3ccc(Nc4nc(Nc5ccc(Cl)cc5)nc(Nc5ccc(Cl)cc5)n4)cc3)nc(N)c2C#N)c1	24.5
C=CCNc1ccc2c3c(cccc13)C(=O)N(N1C(=O)c3cccc4cccc(c34)C1=O)C2=O	102.5
CC1=C(C(N)=O)S(=O)(=O)c2ccccc21	99.1
CN1C(=O)CCC2(c3ccccc3)CC=C(O)C=C12 (stereo unspecified)	106.8
COc1cc(-c2cnco2)ccc1OCc1c(C)c(COc2ccc(-c3cnco3)cc2OC)c(C)c(COc2ccc(-c3cnco3)cc2OC)c1C	97.3
CCOC(=O)c1c(N2CCCC2)[nH]c(=O)c(C=Nc2ccc(Cl)cc2)c1O	68.8
Cc1ncccc1CNc1nc2ccc(OC/C(=C\F)CN)cc2o1	99.3
O=C(Nc1ncc(Cc2ccc(Cl)cc2Cl)s1)c1cc(Br)cs1	80.9
O=C1CC2CC=CCN2C=C1NC(=O)c1ccccc1 (stereo unspecified)	98.1
COc1ccc(N(C)c2cc(C#N)nc3ccccc23)cc1/C=C/C(=O)NO	-28.7*
COC(=O)c1c2c(c(C)[n+]([O-])c1C)C(=O)C=C(NCc1ccc(OC)cc1)C2=O	-30.5*
CC(C)C1=C[C@@]23CC[C@H]4C(C)(C(=O)NCCCCCCN)CCC[C@]4(C)[C@H]2C[C@@H]1[C@H]1C(=O)CCC(=O)[C@H]13 (stereo partly specified)	101.7
CC(C)C(C(=O)NCCc1ccc(O)cc1)N1C(=O)/C(=C/c2ccc(Br)cc2)SC1=S (stereo unspecified)	94.8
CNc1ccccc1N	75.6
NC1=NC2(CCCC2)N(c2ccc(S(=O)(=O)Nc3ccccn3)cc2)C(N)=N1	102.8
O=S(=O)(NC1c2ccccc2C[C@H]1O)c1ccc(Cl)cc1Cl (stereo partly specified)	98.1
COc1ccc(/C=C/C(=O)c2cc(C(=O)/C=C/c3ccc(OC)cc3)n3cccc(C)c23)cc1	88.3
CN(C)CCNC(=O)OCCCCOc1cc(O)c2c(=O)cc(-c3ccccc3)oc2c1	-61.6*
Cc1cc2occ(CC(=O)Nc3nnc(C4CC4)s3)c2cc1C	87.7
COC(=O)c1ccc(C(C)(C)C)cc1	90.7
CC(CO)NC1CCCCC1 (stereo unspecified)	115.7
C=CCOC1=C(c2ccccc2)C(C2CC2)N(Cc2ccc(OC)cc2OC)C1=O (stereo unspecified)	85.5
CC(C)n1c2ccc(Br)cc2c2c3c(c4c5ccccc5ccc4c21)C(=O)N(O)C3=O	114.9
OCc1cc(Br)ccc1O	79.5
O=c1[nH]cccc1[N+](=O)[O-]	83.1
CSc1nc(O)c(Nc2ccc(Cl)cc2)c(=O)[nH]1	91.2
N=c1sc2ccccc2n1CC(=O)O	114.0
Cc1ccc(-c2nc3ccc(Cl)cc3c(=O)n2N2C(=O)CSC2c2ccccc2Cl)cc1 (stereo unspecified)	97.1
Nc1nonc1-c1noc(-c2nonc2N)n1	149.9
CC(C)(C)Nc1nc2ccc(OC/C(=C/F)CN)cc2o1	109.6
CN1C(C(=O)Nc2ccc(Cl)cc2Cl)=C(O)c2ccccc2S1(=O)=O	97.3

(listing goes on)
SMILES	HL-60(TB)
COc1ccc(NC(=O)Cn2cnc3c(cc(-c4ccccc4)n3-c3ccccc3)c2=O)cc1	99.3
CCSC1=NCCS1	101.5
CC(C)=CC1C(COC(=O)c2ccccc2)C1(C)C (stereo unspecified)	93.5
OCCNC(Cc1ccccc1)c1ccccc1O (stereo unspecified)	92.7
Cc1ccc(/C=N/NC(=O)c2ccc(OCc3nc4ccc(Cl)cc4[nH]3)cc2)cc1	70.5
Cc1ccc(-c2nc3ccccn3c2-c2nnc(-c3ccsc3C)o2)cc1	84.0
C[C@H]1[C@H]2C3=CC[C@@H]4[C@@]5(C)C/C(=C/c6cccnc6)C(=O)C(C)(C)[C@@H]5CC[C@@]4(C)[C@]3(C)CC[C@@]2(C(=O)N2CCOCC2)CC[C@@H]1C	14.6
CN(C)c1ccc(-c2nnc(Cn3c(Cc4cccc5ccccc45)nc4ccccc43)o2)cc1	100.1
Cn1cc(-c2cc(N)n3nc(-c4cn(C)c5ccccc45)cc3n2)c2cc(F)ccc21	-20.1*
COc1ccc(/C=c2\c(=O)n(-c3ccccc3)c3nnc(CC#N)n23)cc1	100.0

A different layout for some results above:
Cc1cccc(OCC(O)CN2CCN(c3cccc(C)c3)CC2)c1 (stereo unspecified)
  HL-60(TB): 97.8

N#CSCC1CC(O)(c2ccccc2)C(c2ccccc2)C(c2ccc(F)cc2)O1 (stereo unspecified)
  HL-60(TB): -24.7*

Next part:
SMILES	HL-60(TB)
O=C(/C=C/c1cccc2ccccc12)OCc1ccc2cc1OCC#C/C=C\C#CCO2	136.0
Cc1nc([N+](=O)[O-])c(Sc2nncc(-c3ccccc3)n2)n1C	91.7
CC1C(=O)C2=C(CCCC2)c2cn(Cc3ccccc3)c3cccc1c23 (stereo unspecified)	70.7
CC(C)N(CCC#N)C(N)=O	97.3
